zfTRPN1 agonist: zebrafish TRPN1 (NompC) channel agonism; HEK293 zebrafish TRPN1-YFP, Fluo-8 calcium fluorescence; 100% = response to 87 µM carbachol; activation, % at 3 µM; actives 0.18% (n = 220,000);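 active = activation above its plate's cutoff, the mean activation of test wells on that plate plus 3 SD, cut at about 19% in these data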;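 note: 0% = DMSO alone and 100% = 87 µM carbachol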
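Control set: carbachol 87 µM as high control, DMSO as low control; system: HEK293 stable line with zebrafish TRPN1-YFP; read-out: % activation versus carbachol response; detection: intracellular calcium fluorescence with Fluo-8; doses: single test compound dose, 3 µM nominal, 0.3% DMSO; schedule: dye 1 h 37 °C plus 30 min RT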
NPY-Y1 antag: NPY-Y1 (human) receptor antagonism; P25929; HEK293-CNG Y1 cells, membrane potential fluorescence; NPY at EC95, then isoproterenol; inhibition, % at 3.6 µM; actives 1% (n = 200,000);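 active = inhibition above the campaign mean inhibition of all tested compounds plus 3 SD, cut at about 20% in these data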;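 note: 0% = DMSO wells given NPY plus isoproterenol and 100% = isoproterenol alone without NPY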
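System: HEK293 cells with Y1 receptor plus CNG channel / Probe or stimulus: NPY 25 nM then isoproterenol 1 µM plus Ro 20-1724 25 µM / Compound: one concentration, 3.6 µM, in 0.4% DMSO / Schedule: compound incubation 1 h at room temperature, readout 45 min post-stimulation / Measured by: membrane potential fluorescence / Read-out: % inhibition of NPY effect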
PGE2 EP2 inh: EP2 receptor (human) inhibition; P43116; C6 glioma cells expressing human EP2, cAMP TR-FRET; cells stimulated with saturating PGE2; inhibition, % at 25 µM; actives 0.52% (n = 260,000); AID 1422;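 active = percent inhibition above 40 after rounding to a whole number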;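 note: rat C6 glioma host cells with rolipram phosphodiesterase inhibitor present; the protocol text gives 20 µM as final concentration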
TRPML3 agonist: activates the human TRPML3 channel; HEK293 TRPML3-YFP, Fluo-8 calcium fluorescence; 100% = the carbachol control signal; activation, % at 3 µM; AID 1448; actives 0.29% (n = 220,000);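 active = activation above its plate's cutoff, the mean activation of the plate's test wells plus 3 SD, cut at about 12% in these data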;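 note: 0% = DMSO only wells and 100% = carbachol wells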
Target sequence (Q8TDD5 whole entry, looked up): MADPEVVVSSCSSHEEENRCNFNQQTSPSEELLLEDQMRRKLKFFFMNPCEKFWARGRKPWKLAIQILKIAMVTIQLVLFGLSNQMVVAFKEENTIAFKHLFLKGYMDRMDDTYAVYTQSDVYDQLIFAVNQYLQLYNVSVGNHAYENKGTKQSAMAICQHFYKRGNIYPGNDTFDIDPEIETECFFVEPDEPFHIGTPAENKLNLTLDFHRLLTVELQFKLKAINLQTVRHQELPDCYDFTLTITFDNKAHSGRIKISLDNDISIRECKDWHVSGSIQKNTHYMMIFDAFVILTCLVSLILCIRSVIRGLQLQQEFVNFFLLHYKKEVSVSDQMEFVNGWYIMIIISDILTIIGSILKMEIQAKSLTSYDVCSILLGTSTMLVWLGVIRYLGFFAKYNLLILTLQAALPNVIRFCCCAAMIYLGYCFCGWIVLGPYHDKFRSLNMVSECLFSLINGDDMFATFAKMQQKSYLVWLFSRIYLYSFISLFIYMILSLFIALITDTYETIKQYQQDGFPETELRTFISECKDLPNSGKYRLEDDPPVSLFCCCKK
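Test system: HEK293 cells stably carrying human TRPML3-YFP; Doses: single dose, 3 µM final nominal compound, 0.3% DMSO final; Schedule: dye loading 1 h 37 °C then 30 min ambient, 125 s read; Technique: Fluo-8 calcium fluorescence; Benchmarks: high control carbachol 87 µM, low control DMSO.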
PPC-1+TRAIL kill: PPC-1 cancer cell killing with TRAIL present. AID 1443. PPC-1 cells + TRAIL, ATPLite viability luminescence. cell killing (% activity), % at 4 µM. actives 0.41% (n = 220,000);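 active = cell killing above 50% in the first pass at 4 µM, then a duplicate retest at 5 µM averaging 50% or more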;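 note: plate controls were cells with TRAIL plus DMSO for no effect and medium-only wells lacking cells for full effect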
EP2 modulator: EP2 receptor (human) modulation; actives 0.83% (n = 260,000); EP2-expressing cells, cAMP HTRF FRET, PGE2 co-stimulation; induction, % at 25 µM; P43116;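 active = compounds whose cAMP rise, as percent of the full-agonist control response, exceeds 60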;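 note: rat C6 glioma line stably carrying human EP2 under a CMV promoter; the protocol text gives 20 µM as final concentration; 100% = response of wells given 1 µM PGE2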
14-3-3 Bad inh: disrupts binding of bovine 14-3-3 zeta to phospho-Bad peptide. P63103. TR-FRET 14-3-3zeta/Dy647-pBad peptide displacement, 1 h. inhibition, % at 21.7 µM. actives 0.71% (n = 220,000). AID 781;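 active = inhibition above about 70%, limit read from the data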;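 note: 0% = full 14-3-3 plus peptide FRET controls and 100% = background without 14-3-3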
Target sequence (P63103 whole entry, looked up): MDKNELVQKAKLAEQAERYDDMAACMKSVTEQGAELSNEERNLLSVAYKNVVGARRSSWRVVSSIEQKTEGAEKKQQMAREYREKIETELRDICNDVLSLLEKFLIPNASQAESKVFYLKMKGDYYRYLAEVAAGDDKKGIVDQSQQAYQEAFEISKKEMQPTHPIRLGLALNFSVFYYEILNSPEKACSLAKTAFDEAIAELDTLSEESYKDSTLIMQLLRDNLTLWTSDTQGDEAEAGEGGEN
NPY-Y1 PAM-ag: potentiators or agonists of human neuropeptide Y receptor Y1. P25929. NPY-Y1 expressing cells, potentiator/agonist activation. activation, % at 3.6 µM. actives 0.37% (n = 220,000); in the data active = activation above about 33%, passing the limit was not always enough;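 note: cells stimulated with NPY at EC10 then isoproterenol at EC100; 0% = low agonist plus stimulus and 100% = saturating agonist plus stimulus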
CHOP inh: inhibitors of CHOP induction in ER stress response | CHO-K1 CHOP-promoter luciferase, tunicamycin-induced, 15-18 h | inhibition, % at 10 µM | actives 3.8% (n = 220,000) | AID 2732;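 active = compounds that reduced the stress-induced luciferase reporter signal by more than about 70% of percent inhibition, limit read from the data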;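 note: 0% = tunicamycin plus vehicle and 100% = wells without tunicamycin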
* = called active by the depositor; . = not tested or not shown; & = joins results of further samples; [ ] = dose if it differs, or a comment. This is a subset. The share of hits here may be higher or lower than overall.

SMILES	zfTRPN1 agonist	NPY-Y1 antag	PGE2 EP2 inh	TRPML3 agonist	PPC-1+TRAIL kill	EP2 modulator	14-3-3 Bad inh	NPY-Y1 PAM-ag	CHOP inh
Cc1sc2nc(CN(Cc3cccs3)C(=O)C3CC3)[nH]c(=O)c2c1C	1.8	5.7	9.5	-1.2	20.0	18.7	13.4	-20.6	17.5
COC(=O)N/N=C/c1cn(CCCOc2ccc(C)cc2)c2ccccc12	-1.1	-3.9	9.9	0.0	20.8	-47.6	-19.9[fluorescence artefact?]	6.2	58.9
O=C1COc2ccc(C(=O)c3ccccc3)cc2CN1	-0.8	-2.3	2.5	1.1	-6.2	-15.6	6.2	-1.2	-26.5
COc1ccc(C(=O)CCNc2ccc3c(c2)OCCO3)cc1	-0.4	4.0	7.0	0.8	43.3	-60.0	-4.6	-7.9	-20.1
CC(C)C(=O)N=C1SC2CS(=O)(=O)CC2N1Cc1ccc(Cl)cc1 (centres undefined)	1.4	.	4.0	0.3	-8.5	-2.2	5.0	10.9	3.6
Cc1c2c(nc3ccccc13)CC(C)(C)CC2=O	-1.2	-0.6	8.6	0.6	10.7	-0.8	0.8	0.0	15.1
CC(=O)N1CCN(CC(=O)Nc2ccccc2Sc2ccccc2)CC1	1.4	-2.4	4.3	0.3	-1.5	9.6	10.1	9.8	32.2
COc1ccc(CNC(=O)CSc2nc3ccc(N)cc3s2)cc1	0.1	3.9	3.6	-0.2	-6.7	-2.0	-12.8	-24.0	-9.1
NC(=O)NCCCC(=O)OCC(=O)c1ccc2ccccc2c1	0.7	0.7	13.0	-0.4	-17.5	-25.4	-6.2	14.9	-10.7
COc1ccc(C2SCCN2C(=O)c2ccc([N+](=O)[O-])cc2)cc1 (centres undefined)	0.1	1.4	2.8	0.1	6.7	-14.2	-15.2	-3.6	39.8
COc1ccc(-n2c(C)nn(C)c2=O)c(OC)c1	0.2	-4.3	6.9	0.7	15.9	9.3	-2.6	8.6	4.8
CCOC(=O)c1c(C)c(C(=O)NCc2ccccn2)c(C)n1CC	0.1	-3.5	6.6	1.0	-5.2	15.3	-4.0	-3.2	13.9

Arranged by the number under CHOP inh (ascending): some entries from above.
| molecule | CHOP inh |
| --- | --- |
| COc1ccc(CNC(=O)CSc2nc3ccc(N)cc3s2)cc1 | -9.1 |
| CCOC(=O)c1c(C)c(C(=O)NCc2ccccn2)c(C)n1CC | 13.9 |
| Cc1c2c(nc3ccccc13)CC(C)(C)CC2=O | 15.1 |
| Cc1sc2nc(CN(Cc3cccs3)C(=O)C3CC3)[nH]c(=O)c2c1C | 17.5 |
| COc1ccc(C2SCCN2C(=O)c2ccc([N+](=O)[O-])cc2)cc1 (centres undefined) | 39.8 |

(cont.)
SMILES	zfTRPN1 agonist	NPY-Y1 antag	PGE2 EP2 inh	TRPML3 agonist	PPC-1+TRAIL kill	EP2 modulator	14-3-3 Bad inh	NPY-Y1 PAM-ag	CHOP inh
CCCn1cnc2c(c1=O)c1nc3ccccc3nc1n2CCc1ccccc1	0.1	2.5	4.6	0.0	-2.0	15.9	-3.1	-1.5	72.8*
C=CCn1c(C)cc(C2=NNC(=NCC)SC2)c1C	-0.4	2.7	3.5	0.8	88.8*[5 µM]	-7.2	-14.5	-19.8	105.2*
O=S(=O)(c1ccccc1)c1nc(-c2ccco2)oc1NCCN1CCOCC1	-1.0	-0.6	7.2	0.6	-9.4	32.5	-12.0	-23.9	19.5
Cc1c(C(=O)O)sc2ncn(C)c(=O)c12	-0.3	4.6	0.8	0.7	11.9	17.4	11.4	-35.6	17.9
O=C(CNC(=O)c1ccccc1O)N/N=C/c1ccccn1	0.0	-3.5	7.8	0.8	16.8	8.8	-12.2	15.0	-13.0
Cc1ccc(NCc2nnc(SCC(=O)OC3CCCCC3)o2)c(C)c1	-0.6	-7.9	12.5&9.3	0.2	-9.4	13.9&30.1	3.3	41.4	43.5
COc1ccc(-n2c(=O)cc(N3CC(C)OC(C)C3)[nH]c2=O)cc1 (centres undefined)	-0.8	-3.0	7.7	-0.1	-7.2	-6.3	7.6	-28.5	0.6
Nc1ccc(N2CCN(C(=O)c3ccco3)CC2)cc1	-0.4	-1.4	6.8	-0.6	-14.0	-9.1	10.8	-13.5	-6.3
COc1cccc(Nc2ncnc3c2cnn3C)c1	1.2	-0.1	17.8	-0.3	11.6	-8.0	-11.6	6.5	-19.9
O=C(CN1CCC(c2nc3ccccc3s2)CC1)NCc1ccccc1	5.9	-0.5	11.9	1.7	13.4	-70.5	-3.5[fluorescence artefact?]	18.8	19.8
COC(=O)COc1ccc(S(=O)(=O)Nc2ccc(NC(C)=O)cc2)cc1C	1.9	0.6	5.8	0.4	19.6	-4.2	2.9	-13.3	2.6
CC(C)CN1CN(S(=O)(=O)c2cccs2)c2nc3ccccc3nc21	0.0	4.3	12.8	-0.5	0.3	42.0	5.8[fluorescence artefact?]	-4.0	28.4
Cn1c(N)c(C(=O)CSc2ccccn2)c(=O)n(C)c1=O	2.2	-1.5	8.4	0.9	12.1	-1.1	-4.3	-20.7	-32.5
C/C(=N/OC(=O)c1ccc(C(F)(F)F)cc1)c1oc(C)nc1C	0.0	.	8.0	0.5	-20.5	20.4	-1.9	15.8	-6.2
CC(C)c1[nH]nc2c1C1(CCN(Cc3ccccc3)CC1)C(C#N)=C(N)O2	1.4	-3.3	9.0	1.9	7.5	20.0	-7.0	4.3	40.7
CCCn1c(N)c(N(C)C)c(=O)n(CC(=O)Nc2ccc(OC(F)(F)F)cc2)c1=O	-1.1	5.1	11.5	-0.5	8.8	5.9	10.3	-11.6	8.0
CCOc1ccc(CCNC(=O)COC(=O)/C=C/c2ccc(OCC#N)c(OC)c2)cc1OCC	1.5	2.3	11.7	0.4	10.6	19.5	-3.9	-4.0	7.2
COc1ccccc1-c1c(C(F)(F)F)oc2cc(OC(=O)c3ccccc3[N+](=O)[O-])ccc2c1=O	0.3	-3.2	1.5	1.1	22.1	10.1	1.7	-13.2	46.6
Cc1ccn(Cc2n[nH]c(=S)n2Cc2ccccc2)n1	0.0	-4.6	3.5	0.8	6.9	17.9	-8.7	11.9	-13.3
CC1(C)CC(c2csc(N)n2)CCO1 (centres undefined)	1.5	0.9	17.1	0.8	7.8	13.8	3.9	0.2	14.1
NC(=O)C1CCN(C(=S)NCc2ccc3c(c2)OCO3)CC1	1.3	-1.8	1.3	1.2	4.7	-9.5	-10.2	6.3	-4.2
O=C(NC1(C(F)(F)F)N=C(c2ccccc2)NC1=O)c1ccccc1F (centres undefined)	0.6	5.8	6.7	0.7	21.0	-10.8	-4.6	13.0	2.8
CCOC(=O)CC(NC(=O)c1cc2cccc(OC)c2oc1=O)c1cccc([N+](=O)[O-])c1 (centres undefined)	0.6	-2.2	3.3	0.0	6.4	-12.0	-0.4	-24.9	17.1
Cc1noc(/C=C/N(C)C)c1S(=O)(=O)N1CCCC(C(=O)NCc2cccs2)C1 (centres undefined)	0.3	2.2	10.3	0.1	14.3	11.3	7.7[fluorescence artefact?]	-1.8	20.8

For convenience, 2 of the compounds above:
SMILES	zfTRPN1 agonist	NPY-Y1 antag	PGE2 EP2 inh	TRPML3 agonist	PPC-1+TRAIL kill	EP2 modulator	14-3-3 Bad inh	NPY-Y1 PAM-ag	CHOP inh
Cc1sc2nc(CN(Cc3cccs3)C(=O)C3CC3)[nH]c(=O)c2c1C	1.8	5.7	9.5	-1.2	20.0	18.7	13.4	-20.6	17.5
COC(=O)N/N=C/c1cn(CCCOc2ccc(C)cc2)c2ccccc12	-1.1	-3.9	9.9	0.0	20.8	-47.6	-19.9[fluorescence artefact?]	6.2	58.9

Following part:
SMILES	zfTRPN1 agonist	NPY-Y1 antag	PGE2 EP2 inh	TRPML3 agonist	PPC-1+TRAIL kill	EP2 modulator	14-3-3 Bad inh	NPY-Y1 PAM-ag	CHOP inh
CCc1nnc(NS(=O)(=O)c2ccc(N3C(=O)C4CC=C(Cl)CC4C3=O)cc2)s1 (centres undefined)	0.8	1.6	12.3	1.0	12.9	7.0	29.8[fluorescence artefact?]	-4.0	13.8
CC(C)N(Cc1ccccc1)C(=O)Cn1c(=O)cnc2ccccc21	0.2	.	2.2	0.2	-5.2	-11.1	4.6	-13.1	4.4
O=C(c1ccc(F)cc1)N1C2CCC1CC(O)(c1ccccc1F)C2 (centres undefined)	-0.5	9.1	13.7	0.4	-7.3	-2.5	-14.5[fluorescence artefact?]	3.8	18.8
Cc1ccc(Nc2nc(N)c([N+](=O)[O-])c(NCc3ccccc3)n2)cc1	-1.6	.	2.3	0.8	12.0	74.1*	20.1	46.4	103.8*
O=C(Nc1cccnc1)c1ccc(NC(=O)c2ccco2)cc1	1.1	4.2	7.9	0.0	16.0	20.9	26.4	-34.7	5.7
CC(=O)N(c1cccc(C)c1)S(=O)(=O)c1ccc(Cl)cc1	-1.4	1.5	6.9	-1.8	-4.0	35.3	-4.1	-3.6	15.6
COc1ccc(-c2nc(CS(=O)CC(=O)NCc3ccco3)c(C)o2)cc1OC (centres undefined)	-0.7	2.9	5.0	0.1	-28.1	-18.4	0.8	7.8	-27.7
COC(=O)CNc1nc(-c2cccnc2)nc2ccccc12	2.2	-3.0	9.6	0.6	15.1	-35.4	9.1	22.4	18.8
CC(=O)C1C(c2ccc(F)cc2)NC(=O)NC1(O)C(F)(F)F (centres undefined)	0.4	-0.2	.	0.4	-0.2	17.5	-6.7[fluorescence artefact?]	-1.2	20.7
Cc1ccn2cc(CCNC(=O)Cc3cccs3)nc2c1	0.6	2.9	9.2	0.7	9.9	7.5	-3.9	0.1	-1.2
COCCOc1ccc(C(F)(F)F)cc1NC(=O)c1ccccc1F	-0.4	3.9	6.6	1.0	10.5	-6.7	-26.5	-13.4	21.8
O=S(=O)(Nc1ccc(N2CCCCC2)cc1)c1ccc(F)c(F)c1	1.1	3.9	9.4	0.5	3.0	-23.5	-11.1	-33.7	99.9*
Cn1c(N2CCOCC2)nc2c1c(=O)n(Cc1ccc(Cl)cc1)c(=O)n2C	0.3	0.2	17.0	1.6	.	.	.	-37.7	.
Cc1cc(OC(C(=O)O)c2ccccc2)c2c(C)c(Cc3ccccc3)c(=O)oc2c1 (centres undefined)	1.8	.	5.3	0.2	-8.1	-3.7	1.6	7.3	-9.6
COC1CCCN(Cc2nc(Cc3ccccc3F)no2)C1 (centres undefined)	1.0	2.1	13.7	0.6	6.9	8.1	-0.8	11.0	-12.2
CCOC(=O)N1CCN(C(=O)CCSc2ccc(Cl)cc2)CC1	1.3	1.5	9.2	-0.2	1.0	-24.7	3.2	-16.9	4.5
COc1ccc(N2CCN(C(c3ccccc3OC)c3nnnn3C3CCCC3)CC2)cc1 (centres undefined)	0.5	9.2	12.8	0.1	-4.5	39.4	23.3	10.8	21.6
O=C(COC(=O)c1cccnc1Cl)Nc1ccccc1OC(F)F	1.4	-1.9	4.2	2.2	19.5	-34.9	-4.8	-15.0	3.2
